Assay outcomes as filed in PubChem BioAssay.
IL-1B inflam inh: qHTS for Inhibitors of Inflammasome Signaling: IL-1-beta AlphaLISA Primary Screen. THP-1 LPS/ATP IL-1B secretion, AlphaLISA, 16 h; stronger effect = lower value. activity change, % at 57.5 µM. 360,000 tested, 4.7% active. AID 743279, 2014; in the data active = activity change below about -50%; inconclusive = mostly about -30% to -49%; note: % is set by controls: 0 for no effect and ±100 for the full control effect
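THP-1 cells pretreated 1 hr with compounds (up to 57.5 uM final), then stimulated with LPS (250 ng/mL final) plus ATP (1.25 mM final); secreted IL-1B measured by AlphaLISA after 16 hr, decreased signal indicating inhibition.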
HT1080 IDH1KD tx: qHTS for induction of synthetic lethality in tumor cells producing 2HG: qHTS for the HT-1080-IDH1KD cell line; HT-1080 IDH1 knockdown viability, ATP luminescence, 48 h; Potency, µM (series often up to 46.1 µM), inactives show at the highest dose activity, negative = toxicity, most hits filed as cytotoxic; 360,000 tested, 2% active; AID 686971, 2013;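 note: potency is the fitted concentration of half-maximal effect; 0% = DMSO wells and -100% = cell-free medium wells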
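IDH1KD HT-1080 cells, 750/well, RPMI + 5% FBS; compound pinned after 2 h settling; 48 h, 37 °C; CellTiter-Glo luminescence; % activity normalised to DMSO and no-cell wells; curves fitted, classed by r2 and efficacy.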
ATXN2 expr inh: Primary qHTS for Inhibitors of ATXN expression; HEK-293 ATXN2-luciferase reporter, luminescence, 24 h; Potency, µM (titrated, usually from 57 µM), for the others: at the highest dose activity change, negative = inhibition, usual class: inhibitors; 360,000 tested, 0.72% active; note: potency is the fitted concentration of half-maximal effect; % is set by controls: 0 for no effect and ±100 for the full control effect; nearly all actives have a fitted effect of over 55% in size
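ATXN2-luciferase reporter cells (luciferase flanked by upstream and downstream ATXN2 gene portions) were treated 24 h at 37 °C with compounds at up to 57 uM. SteadyGlo luminescence gave expression; GF-AFC fluorescence gave viability.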
KB-V1 MDR tox: qHTS assay for MDR1-selective chemotherapeutics: Primary screen using the drug-selected MDR subline cells KB-V1. KB-V1 MDR cells viability, CellTiter-Glo, 72 h. Potency, µM (titrated, usually from 46.1 µM), for the others: at the top dose activity change, negative = cytotoxicity, most hits filed as cytotoxic. 400,000 tested, 3.4% active; note: potency is the fitted concentration of half-maximal effect; % is set by controls: 0 for no effect and ±100 for the full control effect; nearly all actives have a fitted effect of over 60% in size
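KB-V1 MDR subline cells in DMEM (phenol-red free, 10% FBS) exposed to compounds in qHTS concentration series for 72 h at 37 degrees C. Viability read by CellTiter-Glo luminescence; concentration-effect curves fitted after normalization and correction.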
HT1080NT lethal: qHTS for induction of synthetic lethality in tumor cells producing 2HG: qHTS for the HT-1080-NT fibrosarcoma cell line | HT-1080-NT fibrosarcoma viability, CellTiter-Glo ATP luminescence, 48 h | Potency, µM (titrated, usually from 46.1 µM), for inactives: top-dose activity, negative = less viability, most hits filed as cytotoxic | 360,000 tested, 1.6% active | AID 686970, 2013;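 note: NT is the 2HG producing partner of a matched IDH1 knockdown line; potency is the fitted concentration of half-maximal effect; 0% = DMSO-treated cells and -100% = media-only wells without cells; nearly all actives have a fitted effect of over 55% in size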
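Compounds were tested in concentration-response format on HT-1080-NT cells for 48 hours at 37 degrees C. Cell viability came from CellTiter-Glo luminescence; curves were classified by r2, response magnitude and activity.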
WRN inhibitor: qHTS for Inhibitors of WRN Helicase; AID 651768, 2012; Bifunctional 3'-5' exonuclease/ATP-dependent helicase WRN (Homo sapiens), Q14191; Potency, µM (highest dose often 114 µM), inactives show at the top dose activity change, negative = inhibition, hits mostly inhibitors; 360,000 tested, 0.46% active; WRN helicase unwinding, fluorescent forked duplex, kinetic; note: potency is the fitted concentration of half-maximal effect; % is set by controls: 0 for no effect and ±100 for the full control effect; nearly all actives have a fitted effect of over 55% in size
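Kinetic fluorescence helicase assay: unwinding of a quenched forked DNA duplex (100 nM final) with 2 mM ATP final raises red fluorescence (525/598 nm). Compounds sat 15 min at room temperature with 20 nM WRN beforehand.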
SW480 rereplic: A quantitative high throughput screen for small molecules that induce DNA re-replication in SW480 colon adenocarcinoma cells; SW480 DNA re-replication, Hoechst DNA content imaging, 48 h; Potency, µM (titrated, usually from 46.1 µM), for the others: at the highest dose re-replication activation, usual class: activators; 340,000 tested, 1.8% active; AID 624297, 2012; note: potency is the fitted concentration of half-maximal effect; % of control where 0% means no effect; nearly all actives have a fitted effect of over 55% in size
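First, 250 cells per well were seeded. Next, compound or vehicle (23 nL) was pinned in, plates sat 48 hr at 37 C. Finally Hoechst was added for 40 min before fluorescence scanning.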
KB-3-1 tox: qHTS assay for MDR1-selective chemotherapeutics: Primary screen using the parental adenocarcinoma cell KB-3-1. KB-3-1 viability, CellTiter-Glo ATP luminescence, 72 h. Potency, µM (titrated, usually from 46.1 µM), without a hit: at the top dose activity change, negative = cytotoxic, usual class: cytotoxic. 400,000 tested, 1.4% active; note: potency is the fitted concentration of half-maximal effect; % is set by controls: 0 for no effect and ±100 for the full control effect; nearly all actives have a fitted effect of over 60% in size
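KB-3-1 parental drug-naive adenocarcinoma cells in DMEM/10% FBS, incubated 72 h at 37 C with pin-transferred compounds across a concentration series. Viability by CellTiter-Glo luminescence; concentration-response curves fitted after normalization.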
MCF10A rerep: A quantitative high throughput screen for small molecules that induce DNA re-replication in MCF 10a normal breast cells. AID 624296, 2012. Potency, µM (series often up to 46.1 µM), inactives show at the top dose activity, positive = re-replication, most hits filed as activators. MCF 10A DNA re-replication, Hoechst nuclear intensity, 48 h. 350,000 tested, 2.9% active; note: potency is the fitted concentration of half-maximal effect; % of control where 0% means no effect; nearly all actives have a fitted effect of over 50% in size
* hit, by the source's call; ? = inconclusive; . = no result given; & = joins results of further samples; [ ] = another dose, or the depositor's remark. Unless noted, calls come from the whole dose curve; as a rule, active = well fitted curve in the direction sought with a large enough effect; inconclusive = small, poorly fitted or top-dose-only effect, or another doubt; inactive = no such curve, though single readings can be large; an effect the other way counts as inactive or inconclusive.

Structure	IL-1B inflam inh	HT1080 IDH1KD tx	ATXN2 expr inh	KB-V1 MDR tox	HT1080NT lethal	WRN inhibitor	SW480 rereplic	KB-3-1 tox	MCF10A rerep
Cc1ccnc(SCCn2c(N3CC(C)CC(C)C3)nc3c2c(=O)n(C)c(=O)n3C)n1 (configuration not stated)	23.6	0.9%	-1.1%	?	4.6%	-6.7%	0.4%	-3.0%	-3.8%
COC(C[C@H](O)C[C@H](O)[C@H](C)OCc1ccccc1)OC	24.0	10.2%	4.1%	?	1.1%	-6.6%	-64.3%[inhibitor][9.22 µM]	-0.9%	3.8%
COc1cc(CNc2nc3ccccc3n2C)cc(OC)c1OC	-5.5	-10.9%	-8.8%	0.0%	-1.5%	-23.7%[57.1 µM]	-0.8%	-4.5%	-6.2%
O=C(COc1ccc(C(=S)N2CCOCC2)cc1Cl)Nc1ccccc1Cl	0.0	12.5%	-3.6%	?	16.3%	6.1%	5.8%	1.0%	6.6%
c1ccc2c(c1)oc1c(NCC3CCCO3)ncnc12 (configuration not stated)	117.1	-11.1%	30.9%[activator]	16.4µM*	-1.7%	17.2%	-5.2%	-7.8%	-1.4%
CC(NC(=O)c1cc(S(=O)(=O)N(C)C)ccc1N1CCCC1)C1CC2CCC1C2 (configuration not stated)	-2.6	-15.7%	.	-22.4%	-13.8%	-3.7%	?	-8.2%	-2.0%
CC(OC(=O)c1cccc(S(=O)(=O)N2CCCCC2)c1)C(=O)NC1CCCCC1C (configuration not stated)	-8.0	0.7%	0.2%	?	5.8%	-11.8%	-1.6%	9.7%	?
S=c1nc(NCc2cccc(Cl)c2)c2ccccc2[nH]1	0.0	-9.5%	4.5%	1.1%	-6.3%	2.2%	-13.9%	-12.4%	21.3%
COc1ccc(/C=C(\C#N)C(=O)N=CN(C)C)cc1	4.6	-1.3%	9.4%	4.7%	-0.1%	-2.1%	-5.6%	-13.6%	-8.4%
C[C@H](CO)N1C[C@H](C)[C@@H](CN(C)S(C)(=O)=O)Oc2ccc(NC(=O)Cn3cnnn3)cc2C1=O	-5.2	0.7%	-3.1%	-0.1%	0.3%	-3.2%	?	0.0%	1.2%
COc1ccccc1C1/C(=C(/O)c2ccc(OC(C)C)cc2)C(=O)C(=O)N1c1cc(C)on1 (configuration not stated)	5.2	9.7%	-2.6%	?	6.4%	-7.8%	-0.9%	-4.8%	?
CCOC(=O)c1sc(N)nc1C(C)C	-4.0	9.5%	2.2%	?	2.8%	-0.7%	-0.8%	15.9%	3.1%
CCO[C@@H]1OC(C(=O)N2CCOCC2)=C[C@H](C2CC2)[C@H]1CCCO	16.8	7.4%	-3.1%	-0.5%	-0.8%	-1.1%	-3.8%	0.0%	-3.7%
CC(=O)c1ccc(S(=O)(=O)N2CCN(c3nn(C)c(=O)n(C)c3=O)CC2)cc1	6.2	-10.8%	0.7%	25.5%	-2.3%	-0.1%	-4.5%	4.3%	-2.2%
CCN(CC)CC(O)c1ccc2ccc3ccc(O)cc3c2c1 (configuration not stated)	-60.9*	-24.9%	-26.7%	-8.0%	-11.8%	14.5%	?	?	5.0%
COc1ccc(-c2ccc(NC(=O)c3ccc(Br)o3)cc2)nn1	-0.9	-19.1%	9.8%	-10.5%	-19.0%	?	-7.6%	-10.1%	-0.4%
CCNC(=S)N1CCN(C(c2ccccc2)c2ccccc2)CC1	-16.4	4.4%[9.24 µM]	-4.1%	-24.5%	-27.9%	-6.0%[57.1 µM]	-6.8%	6.4%	4.3%
C[C@@H](NC(=O)c1ncn(C)c1C(=O)N[C@H](C)c1ccccc1)c1ccccc1	?	-0.1%	-1.3%	-16.4%	-5.6%	-2.6%	1.8%	-21.6%	-11.2%
CCOc1ccccc1-c1nc(SCC(=O)O)n[nH]1	27.2	8.4%	-2.5%	?	1.8%	-5.1%	0.8%	-2.7%	3.0%
CC(=O)N1CCN(c2ccc(NC(=O)C(C)Oc3ccc(Cl)cc3Cl)cc2)CC1 (configuration not stated)	-15.7	1.5%	3.2%	2.8%	0.8%	-16.5%	-5.5%	-1.0%	?
Cn1c(NC(=O)C2CCCO2)cc(=O)n(C)c1=O (configuration not stated)	19.3	-2.6%[9.24 µM]	6.8%	1.8%	5.3%	4.4%[57.1 µM]	-7.5%	-8.9%	16.3%
O=C(O)CC(C(=O)OCCOc1ccccc1)N1CCOCC1 (configuration not stated)	-15.8	17.3%	5.7%	14.8%	7.3%	2.7%	-5.2%	16.4%	-0.1%
CC(=O)C[C@H]1c2ccccc2S(=O)(=O)N1C1CCCC1	-6.2	6.0%	0.7%	-17.0%&-10.9%	0.0%	1.5%	1.8%	1.8%&7.4%	1.2%
O=C(CCNS(=O)(=O)c1cccs1)NCc1ccccc1	-1.8	3.0%	1.9%	21.7%	5.5%	8.1%	-6.5%	8.3%	3.1%
CCCc1cc(C(=O)Cc2ccc(C(=O)OCC)o2)c(O)cc1O	13.2	-27.1%	-2.5%	-22.9%	-15.2%	-9.8%	5.3%	0.8%	?
Cc1cccc(/C=c2\s/c(=C\C(=O)C(C)(C)C)[nH]c2=O)c1	0.0	?	4.2%	?	?	-18.8%	?	-23.3%	?
C=CCN(CC=C)Cc1c(C)[nH]c2c(C)c(C)ccc2c1=O	-6.5	8.0%	-23.2%	-6.0%	?	9.7%	0.2%	1.5%	3.6%
CSc1cccc(NC(=O)CSc2ccc(Cl)cc2)c1	?	-5.6%	1.2%	0.6%	-0.8%	-8.6%	-0.3%	10.0%	-18.4%
O=C(N/N=C1\CC2CC=CC12)c1ccc(COc2ccccc2)cc1 (configuration not stated)	-5.0	-4.9%	.	23.6%	-1.6%	-1.5%	-32.7%[inhibitor]	2.9%	12.9%
Cc1cc(C)c(OCCN2CCCC2)c(Cl)c1	-6.4	5.4%	.	-4.4%	-7.5%	1.7%	-2.1%	4.4%	-0.4%
COC(=O)c1ccccc1NC(=O)c1ccc2c(c1)C(=O)N(Cc1ccco1)C2=O	0.0	8.9%	3.2%	18.4%	20.2%	2.1%	-8.2%	1.3%	2.1%
CN(C(=O)COC(=O)CSc1cc(Cl)ccc1Cl)c1c(N)n(Cc2ccccc2)c(=O)[nH]c1=O	-2.7	-2.7%	-3.9%	-1.6%	-7.5%	6.4%	-3.5%	-13.4%	1.2%
Cc1cc(C)c2c(CC(=O)NC(C)C)coc2c1	2.0	15.3%	-3.1%	-5.8%	16.2%	-31.5%	-12.4%	-4.7%	13.7%
Cc1ccc(CCNC(=O)CS(=O)Cc2nc(-c3ccccc3Cl)oc2C)cc1 (configuration not stated)	-13.0	-1.7%	.	-13.5%&8.6%	1.6%	-5.3%	0.7%	-15.3%&0.2%	-3.0%
O=C(COC(=O)Cc1ccccc1[N+](=O)[O-])NC1CCCC1	0.0	0.4%	-9.8%	-0.3%	7.4%	-4.4%	2.1%	29.2%	-5.9%
N#Cc1ccc(CSc2nnc(NC(=O)c3ccc4ncsc4c3)s2)cc1	44.8	27.5%	-10.5%[11.3 µM]	0.4%	3.8%	?	-1.1%	6.3%	16.4%
COc1ccc(NC(=O)CC(C)=O)c(OC)c1	17.3	-0.1%	.	-3.3%	-3.1%	-1.2%	4.9%	3.2%	-1.8%
COc1ccc(-c2ccc(=O)n(CC(=O)NCc3ccco3)n2)cc1	-9.5	11.0%	-5.3%	-10.7%	2.8%	-32.8%	-0.5%	-14.4%	1.0%
COc1ccc(NC(=S)N2CCN(C(=O)c3ccccc3)CC2)cc1	-2.9	2.3%	-12.8%	?	4.9%	-4.0%	-5.9%	1.7%	4.1%
Cc1ccc(S(=O)(=O)/N=C(/Nc2cccc3ccccc23)c2ccc(F)cc2)cc1	?	?	4.7%	?	?	-5.2%	?	?	17.0%
CCOc1ccc(CCN2C(=S)N([C@@H](CC(C)C)CN3CCC[C@@H]3CN3C(=S)NC[C@@H]3Cc3ccccc3)C[C@@H]2Cc2ccc(O)cc2)cc1	-65.5*	?	-22.9%	?	?	-11.6%	.	?	.
CC(=O)c1cc2c(cc1NS(=O)(=O)c1ccc(C)cc1)OCCO2	7.1	16.4µM*	-32.3%	16.4µM*	?	-33.3%	?	0.0%	14.6µM*
O=c1onc(-c2cccnc2)n1-c1ccccc1F	9.6	8.3%	.	4.9%	8.9%	-2.0%	7.3%	4.4%	-1.8%
ON=C1c2ccccc2-c2ccccc21	-17.4	22.0%	14.6%	-0.9%	10.5%	6.4%	-8.8%	-0.9%	-1.7%
O=C(Nc1ccc(Oc2cccnc2)cc1)c1ccc([N+](=O)[O-])cc1	?	-8.9%	-26.1%[11.3 µM]	?	-4.0%	-27.8%[57.1 µM]	-5.5%	-3.3%	16.3%
